Screening results deposited in PubChem by several laboratories.
Wnt act = Wnt/beta-catenin pathway activation. Wnt/beta-catenin reporter cell assay, activator, plate reader. activation, % at 9.35 µM. 300,000 compounds, 1.2% hits. AID 743398; in the data active = activation above about 30%, passing the limit was not always enough;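 note: 0% = neutral control wells and 100% = positive control wells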
Pemphigus Ab inh = blocks pemphigus antibody binding to human desmoglein-3. 310,000 compounds, 0.48% hits. P32926. DSG3-coupled beads, scFv-anti-DSG3-GFP binding, flow cytometry; active compounds read low. binding (percent of control), % at 10 µM. AID 588358;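 active = binding more than 3 SD below its plate's average and above zero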;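 note: hits lower antibody fragment binding to DSG3; some compounds called inactive have numbers as strong as hits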
MOR-DOR inv ag = mu-delta opioid heterodimer inverse agonism; P35372+P41143; cell-based MOR-DOR heterodimer luminescence; inhibition, % at 9.3 µM; 340,000 compounds, 0.21% hits; AID 504357; in the data active = inhibition above about 22%, passing the limit was not always enough;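 note: 0% = cells with DMSO and 100% = wells without cells with DMSO; values of inactives mirror those of a sister screen read the other way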
Target sequence (P35372 whole entry, looked up): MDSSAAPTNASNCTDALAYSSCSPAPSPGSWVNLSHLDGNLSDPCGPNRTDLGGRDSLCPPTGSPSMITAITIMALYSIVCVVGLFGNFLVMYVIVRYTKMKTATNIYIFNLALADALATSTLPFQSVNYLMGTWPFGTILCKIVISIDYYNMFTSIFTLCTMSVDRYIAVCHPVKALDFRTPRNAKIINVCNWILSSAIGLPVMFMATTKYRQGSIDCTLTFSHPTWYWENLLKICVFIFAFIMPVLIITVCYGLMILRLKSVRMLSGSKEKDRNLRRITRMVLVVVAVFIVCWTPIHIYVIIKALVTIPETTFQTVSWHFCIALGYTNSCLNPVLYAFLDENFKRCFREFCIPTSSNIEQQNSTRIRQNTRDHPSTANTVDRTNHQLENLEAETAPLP
Target sequence (P41143 whole entry, looked up): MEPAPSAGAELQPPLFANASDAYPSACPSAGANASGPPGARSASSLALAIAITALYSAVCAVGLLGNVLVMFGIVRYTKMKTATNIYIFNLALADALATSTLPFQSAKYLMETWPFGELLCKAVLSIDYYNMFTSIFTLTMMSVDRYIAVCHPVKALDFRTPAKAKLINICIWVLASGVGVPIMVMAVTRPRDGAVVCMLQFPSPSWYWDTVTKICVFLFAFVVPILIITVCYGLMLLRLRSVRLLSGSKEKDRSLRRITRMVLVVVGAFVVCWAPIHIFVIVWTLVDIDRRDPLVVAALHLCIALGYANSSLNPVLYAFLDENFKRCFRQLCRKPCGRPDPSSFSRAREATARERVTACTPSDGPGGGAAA
V-ATPase pH = regulators of yeast V-ATPase proton transport; S. cerevisiae, pHLuorin cytosolic pH fluorescence; response, % at 10 µM; 350,000 compounds, 0.37% hits; AID 504577; in the data active = response mostly above about 7.3%, no sharp cut-off; inactive = mostly below about 5.4%; note: actives read high; inactives centre near 0; some compounds called inactive have numbers as strong as hits; reference of the scale not given here
C-LANA FP = blocks KSHV LANA C-terminal domain binding to DNA | MBP-C-LANA/FAM-LBS DNA binding, fluorescence polarization | inhibition, % at 9 µM | 340,000 compounds, 0.078% hits | AID 504423;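 active = highest replicate inhibition at or above 60% at 9 µM, even if other replicates fall short; inactive = all replicates below 60% inhibition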;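 note: 0% = neutral control wells and 100% = 4 µM acridine orange control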
RTF Ca sens act = cardiac RTF calcium sensitization; IANBD-labeled TnC RTF fluorescence at EC20 calcium; 0% EC20 calcium, 100% full calcium; 340,000 compounds, 0.24% hits; AID 493008; activation, % at 7.2 µM; P19429+P45379;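 active = activation above the mean over all tested compounds plus 3 SD, cut at about 30% in these data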;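 note: rise in fluorescence read as greater calcium sensitivity of cardiac thin filaments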
Cardiac RTF inh = cardiac RTF calcium desensitization. P19429+P45379. IANBD-labeled cardiac RTF, Ca2+ fluorescence. inhibition, % at 7.15 µM. 340,000 compounds, 0.12% hits;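 active = inhibition above the mean inhibition of all tested compounds plus 3 SD, cut at about 17% in these data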;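 note: assay run at fixed EC70 calcium of 1.6 mM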
MOR-DOR ag = agonists of human mu-delta opioid receptor heterodimerization | P35372+P41143 | 340,000 compounds, 0.3% hits | activation, % at 9.3 µM | cells, OPRM1-OPRD1 heterodimerization, luminescence; in the data active = activation above about 18%;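 note: 0% = vehicle-treated cells and 100% = reference agonist; values of inactives mirror those of a sister screen read the other way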
Arr AP2 block = inhibitors of human beta-arrestin and AP2 interaction | FITC-arrestin peptide / GST-AP2 beads, flow cytometry; AP2 beta2 appendage carries R879A mutation | inhibition, % at 10 µM | 340,000 compounds, 0.31% hits | AID 504490;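 active = inhibition above a set limit, near 3 SD of compounds lacking own fluorescence, cut at about 54% in these data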;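 note: plate controls were DMSO wells for no effect and 5 µM unlabelled arrestin peptide for full effect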
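system = GST-tagged AP2 beta2-adaptin appendage (R879A) on 4 µm glutathione beads | reagent = FITC-labelled arrestin peptide probe, 50 nM final | schedule = compound with beads 12 min RT, then probe 1 h RT | signal = HyperCyt-sampled flow cytometry, FL1 channel, ex 488/em 535 nm | read-out = percent response from loss of bead-bound FITC fluorescence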
Keap1-Nrf2 PPI = disrupts human Keap1 binding to Nrf2 peptide; Q14145; Keap1 Kelch-Nrf2 peptide fluorescence polarization, 1536-well; inhibition, % at 9.4 µM; 340,000 compounds, 0.15% hits; in the data active = inhibition above about 12%;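 note: human Keap1 Kelch domain with fluorescein labeled Nrf2 9mer peptide probe; 0% = neutral control wells and 100% = peptide positive control; higher means more block of Keap1 binding to Nrf2 peptide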
* marks the source's active call; other numbers are inactive results; nt = no result given.

SMILES	Wnt act	Pemphigus Ab inh	MOR-DOR inv ag	V-ATPase pH	C-LANA FP	RTF Ca sens act	Cardiac RTF inh	MOR-DOR ag	Arr AP2 block	Keap1-Nrf2 PPI
CN(Cc1cnn(C)c1)C(=O)C1CCC(=O)N(C2CCCCCC2)C1 (centres undefined)	-2	106	13	-2	-1.6	-2	-7	-2.4	16	1
CC(C)(C)c1cc(CCC(=O)NNC(=S)NC(=O)c2ccccc2)cc(C(C)(C)C)c1O	nt	96	68*	3	-0.6	6	-3	-9.3	-1	0
COc1ccccc1NC(=O)CN1CCN(CC(=O)Nc2cc(C)ccc2OC)CC1	0	104	14	0	-1.3	-6	-5	-3.0	-2	-5
O=C(COc1ccc([N+](=O)[O-])cc1)NNC(=S)NC(=O)c1ccc(Br)cc1	3	99	-3	-4	-0.3	4	1	0.6	39	1
O=C(CNS(=O)(=O)c1c(F)cc(F)cc1Br)OCC(=O)N1CCCC1=O	0	121	11	13*	-1.6	4	10	-2.0	6	-1
Clc1ccc(CN(Cc2ccc(Cl)cc2)c2nn[nH]n2)cc1	-1	101	12	3	-0.4	6	-5	-2.7	4	-4
Cc1cccc(S(=O)(=O)Nc2ccc(C)c3c2OC(C)(C)C3)c1	-2	99	-18	8	0.9	7	0	3.0	-2	-3
O=C(CCn1cccc1)Nc1ccccc1F	nt	108	1	0	-1.6	4	7	-0.2	-4	-4
Cc1ccc(NS(=O)(=O)c2cc(C(=O)N3CCc4ccccc4C3)ccc2Cl)cc1	-1	102	-8	1	-1.3	0	-1	1.5	6	-2
O=C(COC(=O)CCSc1ccc(Cl)cc1)Nc1ccc(F)cc1	0	106	-29	-2	-0.6	1	-2	5.1	12	-1
COc1ccc(Cl)cc1NC(=O)CCNS(=O)(=O)c1cccc2nonc12	0	nt	10	-2	0.0	-3	-5	-1.6	-1	9
COc1cc(/C=C(/NC(=O)c2ccccc2Cl)C(=O)O)cc(OC)c1OC	nt	108	14	2	1.5	5	4	-2.8	0	-2
CCOc1ccc(S(=O)(=O)N2CCN(C)CC2)c(C)c1C	-2	113	2	2	0.9	-1	-2	-0.5	27	1
CC1=C(C(=O)OCCOc2ccccc2)C(c2ccsc2)NC(=O)N1C (centres undefined)	-3	98	-9	0	-0.6	3	4	1.8	-1	-3
O=c1[nH]c(=O)n(Cc2ccco2)c2c1C(C(F)(F)F)(C(F)(F)F)N=C(Cc1ccccc1)N2	-2	nt	11	1	0.8	1	-5	-2.3	-2	-3
COc1ccc(NC(=O)COC(=O)c2cc(S(=O)(=O)N3CCCC3)ccc2O)cc1	5	92	10	-2	-0.9	1	-13	-1.9	-10	1
O=C(COC(=O)c1ccccc1Nc1cccc(C(F)(F)F)c1)NCc1ccco1	nt	106	-37	-1	2.2	-16	3	7.4	0	-2
COc1ccc(Cl)cc1NC(=O)Cn1c(=O)n2nc(C)nc2c2ccccc21	7	112	7	-1	0.2	1	-3	-1.3	14	-8
COC(=O)c1nc2ccc(N3CCOCC3)cc2c(C)c1C(=O)OC	20	nt	5	2	0.4	4	-4	-1.0	57*	0
Clc1ccc(CN2C3=NCCCN3c3ccccc32)cc1	7	113	11	-1	5.5	0	-6	-2.3	-3	-5
Cn1c(=O)n(C)c2cc(/C=N/NC(=O)c3cc4cc(Br)ccc4o3)ccc21	-1	108	8	-4	-2.1	2	-2	-1.6	1	-2
Cc1ccc(CN(C)C(=O)c2cc(COc3cccc(C(F)(F)F)c3)on2)o1	0	nt	-25	1	-0.8	-1	-6	4.7	23	2
Cc1ccc(C(=O)Nc2ccccc2Oc2ccccc2)o1	-1	106	6	0	1.7	-2	-5	-1.2	-18	-5
CC(C)/C=N/NC(=O)c1ccc(Cl)cc1	0	86	3	4	0.7	-1	-2	-0.5	-2	-1
O=C1CC(c2ccc(F)cc2)Sc2nc(C34CC5CC(CC(C5)C3)C4)nn21 (centres undefined)	-4	99	0	3	-2.9	5	-11	0.0	nt	-2

New compounds follow:
SMILES	Wnt act	Pemphigus Ab inh	MOR-DOR inv ag	V-ATPase pH	C-LANA FP	RTF Ca sens act	Cardiac RTF inh	MOR-DOR ag	Arr AP2 block	Keap1-Nrf2 PPI
CCOC(=O)c1sc2nc(NC(=O)C3CCCCC3)sc2c1C	-1	99	6	3	0.0	0	-3	-1.1	-4	-4
CCNC(=O)CC1C(=O)N(C)C(=S)N1NC(=O)c1ccc(Cl)cc1 (centres undefined)	nt	100	6	2	-1.4	5	4	-1.1	-21	-1
O=C(CSc1nc2ccccc2[nH]1)Nc1ccc(F)c(F)c1	-1	87	-4	-1	1.0	-2	-16	0.7	-9	-3
Cc1cn(C2CCC(CO)O2)c(=O)[nH]c1=O (centres undefined)	0	107	23	0	0.8	-1	-3	-5.0	2	-3
O=C(c1ccc(Cn2c(=S)[nH]c3cc4c(cc3c2=O)OCO4)cc1)N1CCN(c2ccccc2)CC1	11	108	10	-1	-0.8	-7	-7	-2.1	11	1
O=C1NN(c2ccccc2)C(=O)C2C3C=CC(C4CC34)C12 (centres undefined)	0	99	8	-3	1.8	-3	6	-1.3	-7	2
CC(C)(C)c1cccc(Cn2nnc3ccccc32)c1O	0	99	-13	-4	-0.4	-1	-2	2.3	9	-3
OC(c1nc2ccc(F)cc2[nH]1)C(O)c1nc2ccc(F)cc2[nH]1 (centres undefined)	0	107	16	-2	2.4	2	5	-3.6	-4	0
CC(=O)N1CCN(C(=O)COC(=O)/C=C/c2ccccc2[N+](=O)[O-])CC1	-4	93	-8	11	-0.5	-6	-10	1.6	8	-1
CC(=O)Nc1ccc(S(=O)(=O)NCCC(=O)NCCCc2ccccc2)cc1	-1	96	7	-3	-0.8	-1	3	-1.3	1	-3
NCCCC[C@H](NC(=O)C1CCNCC1)c1nnc([C@@H](N)CO)o1	-2	97	4	-1	-0.7	-2	6	-0.6	nt	-3
NNC(=O)[C@H]1C[C@@H]1c1ccccc1	-3	94	-10	3	-0.8	1	-24	1.4	-8	0
COc1ccccc1-n1c(SCC(=O)NC(C)(C)C)nc(O)cc1=O	0	100	8	0	-1.8	-3	-5	-1.4	-12	1
Cc1ccc2c(c1)c1c(n2CC(O)CN2C(=O)CNC2=O)C(=O)CCC1 (centres undefined)	-2	101	8	4	-0.1	5	-15	-1.3	-16	-1
COc1ccc(N2CCN(CC(=O)Nc3cc(C)cc(C)c3)CC2)cc1	-1	102	4	3	0.4	-7	-7	-0.8	33	-3
C=CCn1ccc(=O)nc1SC	-2	97	13	-1	-1.0	-2	0	-2.5	8	1
CC(NC(=O)CNC(=O)c1ccc2c(c1)OCO2)c1ccc(S(N)(=O)=O)cc1 (centres undefined)	-2	102	15	0	1.1	-2	-8	-4.1	-2	0
CCCC(C)NC(=O)C1CC(=O)N(CCc2ccc(F)cc2)C1 (centres undefined)	0	100	17	-2	1.7	8	-3	-3.6	-9	-8
Cc1ccc(NCc2nnc(SCc3ccc(C#N)cc3)n2Cc2ccco2)c(C)c1	8	109	8	-4	0.1	1	8	-1.4	11	-2
O=C(CSc1nc2ccccc2o1)Nc1nc2ccccc2s1	nt	nt	-75	0	0.3	3	-10	14	4	-3
COc1ccc(CCNc2nc(-c3cccc(NC(C)=O)c3)cs2)cc1OC	-1	98	3	1	-0.8	-4	-3	-0.6	12	0
CC(=O)N1CCC(C(=O)Nc2cc(C)cc(C)c2)CC1	3	nt	15	0	-1.0	12	0	-3.0	-3	-7
CCOC(=O)CC1C(=O)NCCN1S(=O)(=O)c1ccc(Cl)cc1Cl (centres undefined)	-2	nt	-5	3	1.8	4	-6	0.9	3	-1
C/C(CC(=O)Nc1ccc2c(c1)OCCO2)=N\NC(=O)c1ccccc1F	0	102	1	-3	0.9	-10	4	-0.2	24	0
CC(Oc1cccc(Cl)c1)C(=O)N1CCN(c2ncccn2)CC1 (centres undefined)	0	nt	13	6	-1.5	-1	0	-3.5	-3	-1

Just MOR-DOR inv ag and Pemphigus Ab inh, for some of the entries so far:
structure,MOR-DOR inv ag,Pemphigus Ab inh
COc1ccc(CCNc2nc(-c3cccc(NC(C)=O)c3)cs2)cc1OC,3,98
CC(=O)N1CCC(C(=O)Nc2cc(C)cc(C)c2)CC1,15,nt
CCOC(=O)CC1C(=O)NCCN1S(=O)(=O)c1ccc(Cl)cc1Cl (centres undefined),-5,nt
C/C(CC(=O)Nc1ccc2c(c1)OCCO2)=N\NC(=O)c1ccccc1F,1,102
CC(Oc1cccc(Cl)c1)C(=O)N1CCN(c2ncccn2)CC1 (centres undefined),13,nt

Next part.
SMILES	Wnt act	Pemphigus Ab inh	MOR-DOR inv ag	V-ATPase pH	C-LANA FP	RTF Ca sens act	Cardiac RTF inh	MOR-DOR ag	Arr AP2 block	Keap1-Nrf2 PPI
CCCCC1OC2(C)OC(=N)C1(C#N)C(C#N)(C#N)C2c1ccccc1 (centres undefined)	0	79	-16	0	57	17	-18	2.7	5	30*
COc1ccc(/C=N/NC(=S)Nc2ccccc2)cc1COc1ccc(F)cc1F	-3	131	-16	2	-0.8	4	13	3.0	-9	-2
O=C(CNC(=O)c1ccc(S(=O)(=O)N2CCCCC2)cc1)N/N=C/c1ccco1	nt	98	6	-3	0.3	4	1	-1.2	8	1
O=S(=O)(NC1CC2CCC1C2)c1ccc(Br)s1 (centres undefined)	-1	113	6	-3	-0.1	-1	-14	-1.5	-3	-1
CC(c1ccncn1)N(C)Cc1nc(-c2ccc(C(F)(F)F)cc2)no1 (centres undefined)	-3	103	-11	5	0.2	7	4	2.2	nt	-4
Cc1cccc(C)c1OCC(=O)Nc1ncn[nH]1	nt	100	10	3	0.3	1	2	-2.0	2	-1
CCOc1ccc(Oc2ccc(-c3nnc(-c4ccccc4)o3)cc2[N+](=O)[O-])cc1	nt	88	10	-5	-4.5	0	-2	-1.8	-2	2

An excerpt of these results, with bars between the fields:
Structure | Wnt act | Pemphigus Ab inh | MOR-DOR inv ag | V-ATPase pH | C-LANA FP | RTF Ca sens act | Cardiac RTF inh | MOR-DOR ag | Arr AP2 block | Keap1-Nrf2 PPI
COc1ccc(Cl)cc1NC(=O)Cn1c(=O)n2nc(C)nc2c2ccccc21 | 7 | 112 | 7 | -1 | 0.2 | 1 | -3 | -1.3 | 14 | -8
O=C1CC(c2ccc(F)cc2)Sc2nc(C34CC5CC(CC(C5)C3)C4)nn21 (centres undefined) | -4 | 99 | 0 | 3 | -2.9 | 5 | -11 | 0.0 | nt | -2
CC(C)(C)c1cc(CCC(=O)NNC(=S)NC(=O)c2ccccc2)cc(C(C)(C)C)c1O | nt | 96 | 68* | 3 | -0.6 | 6 | -3 | -9.3 | -1 | 0
